From PubChem BioAssay
BRCA1 expr up = increases BRCA1 expression; MCF7-BRCA1-FFLuc reporter, luminescence, 48 h; response scale: scaled: vehicle 0%, 10 µM genistein 100%; Potency, µM (highest dose often 46.1 µM), without a hit: top-dose activation, most hits filed as activators; actives 1.1% (n = 380,000); active = well fitted activation curve with a large enough effect; inconclusive = small, poorly fitted or top-dose-only effect; inactive = no such curve, though single readings can be large or run the other way; also: nearly all actives have a fitted effect of over 80% in size; some results filed as inactive show a strong effect at the top dose
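Quantitative HTS in MCF7 cells stably reporting BRCA1 expression via firefly luciferase. Compound treatment lasts 48 h at 37 °C in phenol-red free MEM. Activation is expressed relative to genistein at 10 microM and DMSO.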
Numbers without * were called inactive. Potency is read from the fitted curve at half-maximal effect. An excerpt; rates above refer to the full screens.

CCOC(=O)[C@]12CCC=C1N(Cc1ccc(Cl)cc1Cl)C(=O)[C@H](CC(=O)NCc1ccc(OC)c(OC)c1)C2 was read as BRCA1 expr up -43.7%.
`CC(=O)Nc1cccc(Nc2ccc(C#N)cc2)c1` gave BRCA1 expr up 22.4%.
CCCCC(=O)N(C)c1c(CC)nc2c(OCc3cccc(Cl)c3)cccn12 was read as BRCA1 expr up 5.8%.
CCc1nc2c(OCCOc3ccccc3)cccn2c1N(C)C(=O)c1cccs1 was read as BRCA1 expr up -11.3%.
COc1ccc(-c2nc3ccc(Br)cn3c2Cc2ccsc2)cc1OC was read as BRCA1 expr up 9.2%.
`O=S(=O)(c1cnccc1N1CCN(CCO)CC1)N1CCCC1` gave BRCA1 expr up 9.3%.
CCC(C)C(NC(=O)C(Cc1ccc(O)cc1)NC(=O)OCc1ccccc1)C(=O)OC (stereo not drawn) was read as BRCA1 expr up -22.2%.
CC(C)(C)c1ccc(S(=O)(=O)NCCN2CCOCC2)cc1 was read as BRCA1 expr up -3.0%.
For COc1cc2oc(=O)cc(CN3CCN(c4ccc(Cl)c(Cl)c4)CC3)c2cc1Cl the results were BRCA1 expr up 0.8%.
`CC(C)(C)c1ccc(CC(=O)N2CCC2(C)C(=O)NS(=O)(=O)c2ccc(F)cc2F)cc1` (stereo not drawn) gave BRCA1 expr up 20.2%.
For O=C(Nc1nnc([C@H]2C[C@H](O)[C@@H](CO)O2)s1)NC1CCCCC1 the results were BRCA1 expr up 9.6%.
Screening O=C(COc1ccccc1C(=O)OCC(=O)Nc1cccc2ccccc12)Nc1ccc(Br)cc1 returned BRCA1 expr up 0.8%.
Screening O=C1NC[C@@H](CCCCN2CCN(CCc3ccccc3)C(=O)C2=O)N(CC2CCCCC2)C1=O returned BRCA1 expr up 15.3%.
For COc1ccc([C@H]2CC(=O)C[C@@H](CCn3cc(-c4cccnc4)nn3)O2)cc1 the results were BRCA1 expr up 4.3%.
For CCOC(=O)[C@]12CCCC=C1N(Cc1ccc(Cl)cc1Cl)C(=O)[C@H](CC(=O)NCCc1ccccc1OC)C2 the results were BRCA1 expr up -41.5%.

The final 2 compounds of the section before lead into the next:
For COc1ccc([C@H]2CC(=O)C[C@@H](CCn3cc(-c4cccnc4)nn3)O2)cc1 the results were BRCA1 expr up 4.3%.
For CCOC(=O)[C@]12CCCC=C1N(Cc1ccc(Cl)cc1Cl)C(=O)[C@H](CC(=O)NCCc1ccccc1OC)C2 the results were BRCA1 expr up -41.5%.
Screening CCOC(=O)C1(C)CCCN(C(=O)c2cccnc2)C1 (stereo not drawn) returned BRCA1 expr up -7.5%.
For Cc1cccc(C)c1-n1nnnc1C(c1ccnc2ccccc12)N1CCCC1 (stereo not drawn) the results were BRCA1 expr up 7.5%.
For CCOC(=O)[C@]12CCCC=C1N(Cc1ccco1)C(=O)[C@H](CC(=O)NCc1cccc(C(F)(F)F)c1)C2 the results were BRCA1 expr up 0.0%.
For CC1(C(=O)NS(=O)(=O)c2ccc(Br)cc2)CCN1C(=O)C1(c2ccccc2)CC1 (stereo not drawn) the results were BRCA1 expr up 10.5%.
For O=C(c1[nH]c(C(F)(F)F)nc1-c1ccccc1)N1CCOCC1 the results were BRCA1 expr up 15.9%.
`CC(=O)Nc1ccccc1OCCCN1CCC(C(O)(c2ccccc2)c2ccccc2)CC1` gave BRCA1 expr up -6.3%.
Screening O=C(C[n+]1ccccc1Br)c1ccc(F)cc1 returned BRCA1 expr up 30.2%.
`COc1cccc(C2=Cc3ccc(F)cc3C(CC(C)=O)N2c2ccc(C#CC3(O)CCCCC3)cc2)c1` (stereo not drawn) gave BRCA1 expr up -43.7%.
Screening Nc1cc(Br)cc2c1[nH]c(=O)c1ccccc12 returned BRCA1 expr up 1.3%.
For CN(C)c1ccc2c(=O)cc[nH]c2c1 the results were BRCA1 expr up -4.1%.
Screening CCOC(=O)[C@]12CCC=C1N(Cc1ccc3c(c1)OCO3)C(=O)[C@H](CC(=O)NCC13CC4CC(CC(C4)C1)C3)C2 returned BRCA1 expr up -24.2%.
`CCOC(=O)c1cc(OCC)c2c(ccc3ccccc32)n1` gave BRCA1 expr up 0.8%.
Screening COc1cccc2cc(-c3nc(-c4ccccc4)c(C)s3)c(=O)oc12 returned BRCA1 expr up 3.8%.
`O=C1CN(CCN2CC(=O)NC(=O)C2)CC(=O)N1` gave BRCA1 expr up 8.1%.
`COCCNC(=O)C1(C)CCCN(C(=O)c2ccc(N(C)C)cc2)C1` (stereo not drawn) gave BRCA1 expr up 15.2%.
Screening CCCCN1C[C@H](C)[C@@H](CC(=O)Nc2ccc(OC)cc2)C1=O returned BRCA1 expr up 18.0%.
`CCCCCCN1CCN(C2CN(Cc3cn(CCCC(=O)OC)nn3)S(=O)(=O)C2)CC1` (stereo not drawn) gave BRCA1 expr up 16.1%.
Screening CCCCNC(=O)C[C@@H]1C[C@@]2(C(=O)OCC)CCC=C2N(CCC2=CCCCC2)C1=O returned BRCA1 expr up -5.2%.
For O=C1NC[C@@H](CCCCN2C[C@H](Cc3ccc(O)cc3)N(CCc3ccccc3)C(=O)C2=O)N(Cc2ccccc2)C1=O the results were BRCA1 expr up 2.7%.
Cc1ccc(-c2nc3ccc(Cl)cn3c2Cc2ccsc2)cc1 was read as BRCA1 expr up inconclusive.
`CC(C)CC(N)c1csc(NC(=O)C(c2ccccc2)c2ccccc2)n1` (stereo not drawn) gave BRCA1 expr up -69.4%.
For O=C(NC(c1ccccc1)c1ccsc1)C1CCN(CCOc2ccc(Cl)cc2Cl)CC1 (stereo not drawn) the results were BRCA1 expr up -14.5%.
Screening Cc1nc2c(OCc3ccc(F)cc3)cccn2c1N(C)C(=O)CCC1CCCC1 returned BRCA1 expr up 0.6%.
Screening CC[C@H](C)[C@@H]1NC(=O)[C@@H](CC(C)C)NC(=O)[C@H](C(C)C)NC(=O)[C@H]2CSSC[C@H](NC1=O)C(=O)N2 returned BRCA1 expr up -73.8%.
`Cc1cc(Cl)c2oc(C(=O)N3CCOCC3)c(C)c2c1` gave BRCA1 expr up inconclusive.
Screening CC(OC(=O)c1ccc2c(c1)OCO2)C(=O)NC1CCCCC1 (stereo not drawn) returned BRCA1 expr up -0.9%.
For CCCS(=O)(=O)NC(=O)C1(C)CCN(C(=O)c2sccc2C)C1 (stereo not drawn) the results were BRCA1 expr up 0.5%.
For COCc1cccc(-c2csc(C(O)c3ccc(F)c(F)c3)n2)c1 (stereo not drawn) the results were BRCA1 expr up 0.0%.
`CCCCN(C)c1c(C)nc2ccc(C(=O)NCCOc3ccc(OC)cc3)cn12` gave BRCA1 expr up -13.9%.
Screening O=C(NCc1ccccc1)/C(=C\c1cccc([N+](=O)[O-])c1)NC(=O)c1ccco1 returned BRCA1 expr up -20.4%.
For CCOC1=C2[C@@H](CN(S(=O)(=O)c3ccc(C)cc3)[C@H]2c2ccccc2Cl)[C@H]2C(=O)N(C(C)(C)C)C(=O)[C@H]2C1 the results were BRCA1 expr up 11.3%.
Screening CC1(C(=O)NCc2ccc(F)c(F)c2)Cc2c(-c3cccc(C(N)=O)c3)ccnc2O1 (stereo not drawn) returned BRCA1 expr up -29.6%.
For CCCCCCCCN1C(=O)[C@H](CC(=O)NCC23CC4CC(CC(C4)C2)C3)C[C@@]2(C(=O)OCC)CCCC=C12 the results were BRCA1 expr up -13.6%.
Screening CCC1Cc2[nH]c(=S)[nH]c(=O)c2C(c2ccc(Cl)cc2)O1 (stereo not drawn) returned BRCA1 expr up 0.0%.
CCCS(=O)(=O)NC(=O)C1(C)CCCN(C(=O)c2cncc(Br)c2)C1 (stereo not drawn) was read as BRCA1 expr up 0.0%.
C[C@@H]1CN([C@H](C)CO)S(=O)(=O)c2ccc(Br)cc2O[C@H]1CN(C)C(=O)Nc1cccc(F)c1 was read as BRCA1 expr up -12.3%.
`Nc1cc(N)cc(C(=O)c2ccccc2)c1` gave BRCA1 expr up 0.8%.
Screening COc1cccc(NC(=O)C2(C)CCN2C(=O)Cc2cccc3ccccc23)c1 (stereo not drawn) returned BRCA1 expr up 7.8%.
`CC(C)(C)C(=O)c1c(N)[nH]c(C(=O)c2ccccc2)c1-c1c(F)cccc1F` gave BRCA1 expr up -31.7%.
Cc1nc(C(F)(F)F)ccc1C(=O)N1CCC1(C)C(=O)NS(=O)(=O)c1c(C)noc1C (stereo not drawn) was read as BRCA1 expr up 5.1%.
Screening Cc1cc(O)ccc1-c1cc(C(=O)NCc2ccc(F)cc2)[nH]n1 returned BRCA1 expr up 10.9%.
Clc1cccc(-c2cccc3nccn23)c1 was read as BRCA1 expr up -0.9%.
CCCN1CNc2c(c(=O)[nH]c(=S)n2CCc2cccc(C)c2C)C1 was read as BRCA1 expr up -18.2%.
Screening Cc1ccccc1-c1cc2c(c3c1ccn3C)C1CCC2O1 (stereo not drawn) returned BRCA1 expr up 7.3%.
CN(C)CCNC(=O)c1cccc(-c2cnc3c(NC=O)cc(/C=C/c4ccccc4)cn23)c1 was read as BRCA1 expr up -3.7%.

Overlap with the part before: three entries, followed by the next part.
CCCN1CNc2c(c(=O)[nH]c(=S)n2CCc2cccc(C)c2C)C1 was read as BRCA1 expr up -18.2%.
Screening Cc1ccccc1-c1cc2c(c3c1ccn3C)C1CCC2O1 (stereo not drawn) returned BRCA1 expr up 7.3%.
CN(C)CCNC(=O)c1cccc(-c2cnc3c(NC=O)cc(/C=C/c4ccccc4)cn23)c1 was read as BRCA1 expr up -3.7%.
Screening CC(C)Nc1ncnc2c1ncn2[C@H]1CN(Cc2ccc(Cl)cc2)C[C@@H](CO)O1 returned BRCA1 expr up -3.9%.
Screening CCOC(=O)C(=C1Nc2ccccc2N1)n1c(-c2cnccn2)nc2ccccc21 returned BRCA1 expr up 29.1%.
Screening CC(NC(=O)COC(=O)c1ccccc1O)c1ccccc1 (stereo not drawn) returned BRCA1 expr up -1.0%.
`CC(=O)CC1c2cc(F)ccc2C=C(c2ccsc2)N1c1ccc(-c2ccc(C(N)=O)cc2)cc1` (stereo not drawn) gave BRCA1 expr up -58.5%.
For COc1ccccc1NC(=O)N(C)C[C@H]1Oc2ncc(C#CCN(C)C)cc2C(=O)N([C@H](C)CO)C[C@H]1C the results were BRCA1 expr up 5.3%.
Cn1nccc1-c1coc2c(C(=O)N3CCOCC3)cccc12 was read as BRCA1 expr up -3.9%.
For O=[N+]([O-])c1ccc(N2CCCC2)c([N+](=O)[O-])c1 the results were BRCA1 expr up -3.9%.
For CN(C)CCNc1ncnc2c1ncn2[C@H]1CN(Cc2ccc(-c3ccccc3)cc2)C[C@@H](CO)O1 the results were BRCA1 expr up -38.9%.
Screening CCOc1ccccc1OCCCC(=O)Nc1cc(S(=O)(=O)N2CCCCC2)ccc1C returned BRCA1 expr up 1.5%.
`CCCCNc1nccnc1-c1cccc(C=O)c1` gave BRCA1 expr up 6.0%.
Cc1ccc(S(=O)(=O)N2CCC(C(=O)OCC(=O)N3C(C)CCCC3C)CC2)cc1C (stereo not drawn) was read as BRCA1 expr up -1.9%.
Screening CSc1ccc(NC(=O)C2(C)CCN2C(=O)Cc2ccc(C(C)(C)C)cc2)cc1 (stereo not drawn) returned BRCA1 expr up 0.0%.
For CCCCCC(=O)N1C[C@H](O)[C@@H](n2cc(COC(=O)c3ccccc3)nn2)C[C@@H]1c1ccc(C)cc1 the results were BRCA1 expr up -33.3%.
O=C(c1ccoc1)N1CCN(c2cc(-c3ccncc3)nc3cc(-c4cccc(Cl)c4)nn23)CC1 was read as BRCA1 expr up -58.3%.
`COc1ccc(/C=C2\SC(=Nc3ccccc3Cl)NC2=O)c(OC)c1` gave BRCA1 expr up -35.8%.
For Cc1noc(C)c1S(=O)(=O)NC(=O)C1(C)CCN1C(=O)CC(c1ccccc1)c1ccccc1 (stereo not drawn) the results were BRCA1 expr up 1.1%.
For CC(=O)Nc1ccc(-c2ccnc3c2CC(C)(C(=O)Nc2cccc(C(C)=O)c2)O3)cc1 (stereo not drawn) the results were BRCA1 expr up 6.0%.
CCOC(=O)C1=CCC(C(C)(C)C)N(S(=O)(=O)c2ccc(C)cc2)C1 (stereo not drawn) was read as BRCA1 expr up 5.3%.
Screening COCCN(C(=O)COC(=O)CCC1CCCCC1)c1c(N)n(Cc2ccccc2)c(=O)[nH]c1=O returned BRCA1 expr up 0.2%.
Screening C1=CC2(C=C1)OC21CCC2(C=CC3(C2)OC3C2CCCCC2)CC1 (stereo not drawn) returned BRCA1 expr up 0.1%.
`C[C@H]1CN(c2ccc(Br)cc2)C(=O)[C@@H]1CC(=O)Nc1ccc(Br)cc1` gave BRCA1 expr up 2.8%.
`Cc1ccc(C)c(NC(=O)C2(C)CCN2C(=O)C(C)C)c1` (stereo not drawn) gave BRCA1 expr up 6.8%.
COC(=O)[C@]12CCCCC=C1N(Cc1ccccc1)C(=O)[C@H](CC(=O)NCc1cccs1)C2 was read as BRCA1 expr up 4.9%.
`Cc1cccc(C)c1-n1nnnc1C(c1ccnc2ccccc12)N1CCN(C(=O)OCc2ccccc2)CC1` (stereo not drawn) gave BRCA1 expr up 19.4%.
For Cc1cc(Cl)ccc1-c1cc2nc(NCCCN(C)C)n(C)c(=O)c2s1 the results were BRCA1 expr up -23.4%.
CCc1nc2ccc(C(=O)N(C)Cc3ccccc3)cn2c1N(C)Cc1ccc(OC)cc1 was read as BRCA1 expr up -7.9%.
`CC1=CN2C(c3cccc([N+](=O)[O-])c3)=NON(c3ccc(C)cn3)C2C=C1` (stereo not drawn) gave BRCA1 expr up -2.2%.
Screening CCOC(=O)[C@]12CCC=C1N(Cc1ccco1)C(=O)[C@H](CC(=O)NCc1ccc(OC)c(OC)c1)C2 returned BRCA1 expr up 4.5%.
`COc1ccccc1C(=O)NNC(=O)c1ccc(O)cc1` gave BRCA1 expr up -5.4%.

Compounds from the list above that have two or more sulfur atoms (2):
Screening CC[C@H](C)[C@@H]1NC(=O)[C@@H](CC(C)C)NC(=O)[C@H](C(C)C)NC(=O)[C@H]2CSSC[C@H](NC1=O)C(=O)N2 returned BRCA1 expr up -73.8%.
For CCCS(=O)(=O)NC(=O)C1(C)CCN(C(=O)c2sccc2C)C1 (stereo not drawn) the results were BRCA1 expr up 0.5%.
